Bioassay records deposited in PubChem BioAssay by National Center for Advancing Translational Sciences (NCATS).
Vif-APOBEC3G blk: blocks the Vif interaction with human APOBEC3G. Potency, µM (doses to about 46.1 µM), for inactives: at the highest dose activity, negative = active, most hits filed as inhibitors. AID 602310. 0.076% of 410,000 active. HeLa A3G-eYFP + Vif (tagged APOBEC3G with the HIV-1 protein that degrades it), YFP fluorescence, overnight;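 note: % is set by controls: 0 for no effect and ±100 for the full control effect; nearly all actives have a fitted effect of over 60% in size; hits raise eYFP signal because A3G escapes Vif-driven loss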
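Read-out is eYFP fluorescence (Ex 488/Em 500-530) from Vif-expressing HeLa A3G-eYFP cells; more signal means A3G escaped Vif-mediated degradation. Cells plated overnight, compound pinned in, incubated overnight at 37 deg C.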
Vif-A3F inh: blocks the Vif interaction with APOBEC3F. HeLa A3F-eYFP + Vif (tagged APOBEC3F with the HIV-1 protein that degrades it), YFP fluorescence increase. Potency, µM (series often up to 46.1 µM), for the others: at the highest dose activity, negative = active. 0.2% of 390,000 active. AID 602313; note: % of control where 0% means no effect; nearly all actives have a fitted effect of over 65% in size
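HeLa cells stably expressing A3F-eYFP plus Vif, plated and incubated overnight at 37 deg C, then exposed to compounds overnight at 37 deg C. Blocked degradation read as raised yellow fluorescence (Ex 488/Em 500-530).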
RGS4 inh: human RGS4 inhibition. Transcreener GDP fluorescence polarization, RGS4-accelerated GTP hydrolysis. Potency, µM (series often up to 114 µM), for inactives: at the top dose activity change, negative = inhibition, usual class: inhibitors. 0.039% of 390,000 active. AID 504845; note: % is set by controls: 0 for no effect and ±100 for the full control effect; nearly all actives have a fitted effect of over 75% in size; some results filed as inactive show a strong effect at the top dose
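MLSMR compounds (23 nl, pin-transferred) preincubated 10 min at room temperature with a 500nM (2x) first reagent, then RGS4 at 900nM (2x) plus Transcreener GDP mix added; fluorescence polarization (620/688 nm) read before and after 90 min at 30 °C.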
rTrxR1 inhibitor: inhibitors of rat thioredoxin reductase 1; Potency, µM (top dose mostly 114 µM), for the others: top-dose activity change, negative = inhibition, hits mostly inhibitors; 1% of 390,000 active; AID 588453; recombinant rTrxR1, NADPH fluorescence consumption, selenite substrate; note: % is set by controls: 0 for no effect and ±100 for the full control effect; nearly all actives have a fitted effect of over 65% in size
Target sequence (O89049 whole entry, looked up): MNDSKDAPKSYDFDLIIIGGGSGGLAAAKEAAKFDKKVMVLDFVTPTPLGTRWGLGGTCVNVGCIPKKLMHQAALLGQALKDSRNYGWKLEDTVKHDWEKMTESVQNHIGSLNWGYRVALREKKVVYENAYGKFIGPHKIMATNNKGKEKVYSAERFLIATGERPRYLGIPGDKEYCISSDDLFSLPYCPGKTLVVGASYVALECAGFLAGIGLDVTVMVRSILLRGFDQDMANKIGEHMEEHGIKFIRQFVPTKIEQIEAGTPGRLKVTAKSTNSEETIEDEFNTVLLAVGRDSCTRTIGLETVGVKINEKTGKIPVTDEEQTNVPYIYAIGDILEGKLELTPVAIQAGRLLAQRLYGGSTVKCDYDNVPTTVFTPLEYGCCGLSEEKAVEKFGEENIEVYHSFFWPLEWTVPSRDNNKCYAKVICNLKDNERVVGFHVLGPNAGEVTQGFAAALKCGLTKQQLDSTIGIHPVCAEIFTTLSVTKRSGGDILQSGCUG
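Rat TrxR1 (90 nM in the dispensed reagent) was pre-reduced with 400 uM NADPH for 5 min at room temperature, then incubated with compound for 15 min. After 400 uM selenite was added, NADPH fluorescence (Ex 340/Em 450 nm) was followed for 8 min.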
RXFP1 ag: RXFP1 (human) receptor agonism | HEK293T-RXFP1 cAMP TR-FRET, 30 min; response scale: percent of porcine relaxin response, buffer zero | Potency, µM (top dose mostly 57.5 µM), for the others: top-dose activation, actives largely listed as activators | 0.3% of 370,000 active; note: % is set by controls: 0 for no effect and ±100 for the full control effect; nearly all actives have a fitted effect of over 60% in size; many of its hits are not listed in these tables
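HEK293 cells stably expressing RXFP1, treated 30 min at 37C with compounds plus PDE4 inhibitor Ro 20174; cAMP measured by HTRF TR-FRET. Normalized to buffer and 29 nM porcine relaxin; EC50 by Hill fit.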
TrxR1 substrate: is turned over as a substrate by rat TrxR1 | O89049 | purified TrxR1 substrate turnover, NADPH consumption readout | Potency, µM (doses to about 114 µM), for inactives: top-dose activity change, negative = substrate turnover | 0.01% of 390,000 active; note: % is set by controls: 0 for no effect and ±100 for the full control effect; nearly all actives have a fitted effect of over 50% in size
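Rat TrxR1, dispensed at 90 nM, was prereduced with 400 uM NADPH (final) for 5 min at ~22 deg C, then incubated with compound 15 min before 400 uM selenite. A first-read NADPH fluorescence drop versus no-compound background flagged substrates.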
USP1 inh: USP1/UAF1 (human) deubiquitinase inhibition; recombinant USP1/UAF1, Ub-Rhodamine cleavage fluorescence; Potency, µM (doses to about 57.1 µM), inactives show at the top dose activity change, negative = inhibition, actives largely listed as inhibitors; O94782; 0.23% of 390,000 active; note: % is set by controls: 0 for no effect and ±100 for the full control effect; nearly all actives have a fitted effect of over 60% in size; inactives centre near -12
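1 nM enzyme complex + cpd, 15 min RT; start with Ub-Rho 150nM final; kinetic fluorescence ex 480/em 540, 6 reads q60 s. Buffer 50mM HEPES pH 7.8, 0.5mM EDTA, 0.1 mg/ml BSA, 1mM TCEP, 0.01% Tween-20.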
mIDH1 inhibitor: human IDH1 R132H inhibition; O75874; IDH1-R132H enzyme, NADPH consumption, diaphorase/resazurin fluorescence; Potency, µM (top dose mostly 76.6 µM), for the others: top-dose activity change, negative = inhibition, most hits filed as inhibitors; 0.093% of 390,000 active; AID 602179; note: % is set by controls: 0 for no effect and ±100 for the full control effect; nearly all actives have a fitted effect of over 65% in size
Target sequence (O75874 whole entry R132H, stated change not applied): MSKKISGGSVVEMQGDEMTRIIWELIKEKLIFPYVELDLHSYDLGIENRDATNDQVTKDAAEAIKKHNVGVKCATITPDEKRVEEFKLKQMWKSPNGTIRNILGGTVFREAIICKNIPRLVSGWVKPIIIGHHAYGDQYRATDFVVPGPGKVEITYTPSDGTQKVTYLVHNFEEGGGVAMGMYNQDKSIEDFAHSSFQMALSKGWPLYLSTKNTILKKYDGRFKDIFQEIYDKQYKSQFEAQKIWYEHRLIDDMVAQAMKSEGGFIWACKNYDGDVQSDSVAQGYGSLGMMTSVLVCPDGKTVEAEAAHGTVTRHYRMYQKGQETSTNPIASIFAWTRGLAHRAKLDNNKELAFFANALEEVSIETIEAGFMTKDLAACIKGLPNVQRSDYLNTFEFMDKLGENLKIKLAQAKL
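IDH1-R132H (0.5 ug/mL) preincubated 30 min with compound, then NADPH (0.016 mM) and alpha-KG (2 mM) added; 80 min at RT, pH 7.5. Remaining NADPH coupled via diaphorase/resazurin to fluorescence (540/590 nm); concentration-response curves normalized to no-enzyme control.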
ALOX12 inh: inhibitors of human 12S-lipoxygenase ALOX12; purified 12hLO, xylenol orange hydroperoxide absorbance; P18054; 1.1% of 580,000 active; Potency, µM (titrated, usually from 108 µM), for the others: at the highest dose activity change, negative = inhibition, usual class: inhibitors; note: % is set by controls: 0 for no effect and ±100 for the full control effect
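Purified human 12hLO (150 nM final) in 25 mM Hepes, 0.01% Triton X-100, pH 7.0 was preincubated 15 min at room temperature with compound. Then 40 uM arachidonic acid was added, 30 min. Hydroperoxide was read by Fe-XO absorbance ratio 573/405 nm.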
* marks the source's active call; other numbers are inactive results; ? = inconclusive; . = no result given; [ ] = another dose, or the depositor's remark. Calls come from the whole dose curve; as a rule, active = well fitted curve in the direction sought with a large enough effect; inconclusive = small, poorly fitted or top-dose-only effect, or another doubt; inactive = no such curve, though single readings can be large; an effect the other way counts as inactive or inconclusive. Potency is the fitted concentration of half-maximal effect.

SMILES	Vif-APOBEC3G blk	Vif-A3F inh	RGS4 inh	rTrxR1 inhibitor	RXFP1 ag	TrxR1 substrate	USP1 inh	mIDH1 inhibitor	ALOX12 inh
Cc1ccnc2nc(C(=O)NC3CCCc4ccccc43)nn12 (stereo not drawn)	-3%	9%	2%	5%[57.1 µM]	1.5%	5%[57.1 µM]	-1%	11%	39%[activator]
Cc1cc(-c2nnc(CCC(=O)N3CCN(Cc4cccnc4)CC3)o2)c(C)o1	2%	3%	11%	-18%[57.1 µM]	0.1%	-5%[57.1 µM]	-1%	-6%	7%
COc1cc(CNc2ccc(N3CCN(C(C)=O)CC3)cc2)ccc1OCc1ccc(F)cc1	-6%	0%	-27%	-11%	1.1%	-1%	-21%	-5%	?
O=C(Nc1ccccc1)Nc1cccc(-c2nnco2)c1	1%	0%	10%	7%	0.5%	-1%	-4%	-2%	.
FC(F)Oc1ccccc1NC(=S)NCc1ccco1	-6%	-5%	-12%	-13%	0.8%	-1%	-14%	-3%	-10%
Cn1ncc([N+](=O)[O-])c1C(=O)Nc1ccccc1	1%	-6%	-7%	26%	0.8%	7%	-16%	1%	0%
CCOc1ccc(NC(=O)CCN2CCN(S(=O)(=O)c3ccc(OC)cc3)CC2)cc1	-1%	0%	8%	-10%[57.1 µM]	1.7%	3%[57.1 µM]	-2%	0%	3%
O=C(c1cc2ccccc2o1)N1CCOCC1	3%	-1%	8%	25%	0.0%	7%	2%	-1%	7%
CC(C)CNS(=O)(=O)c1ccc(CCC(=O)Nc2ccc3c(c2)OCO3)cc1	1%	-4%	-4%	-3%	0.8%	-1%	-4%	-1%	-22%
CCCCNc1ncnc2c1cnn2-c1ccccc1	?	-8%	-13%	-4%	3.3%	3%	-15%	16%	?

Brought forward from above: 2 entries; new compounds follow.
SMILES	Vif-APOBEC3G blk	Vif-A3F inh	RGS4 inh	rTrxR1 inhibitor	RXFP1 ag	TrxR1 substrate	USP1 inh	mIDH1 inhibitor	ALOX12 inh
CC(C)CNS(=O)(=O)c1ccc(CCC(=O)Nc2ccc3c(c2)OCO3)cc1	1%	-4%	-4%	-3%	0.8%	-1%	-4%	-1%	-22%
CCCCNc1ncnc2c1cnn2-c1ccccc1	?	-8%	-13%	-4%	3.3%	3%	-15%	16%	?
CCOC(=O)c1cccc(NC(=O)CCn2c(-c3ccc(F)cc3)cc(C(=O)OCC)c2C)c1	2%	0%	14%	38%[57.1 µM]	2.0%	5%[57.1 µM]	?	-5%	-29%
CCOC(=O)C(=O)Nc1nnc(CCc2ccccc2)s1	1%	15%	-48%	-4%	1.6%	-6%	-11%	5%	?
C=CCN1C(=O)CN=C1Nc1ccc(F)cc1	1%	0%	5%	23%[11.4 µM]	0.4%	6%[11.4 µM]	7%	6%	?
Cc1cccc(Cn2c(-c3cccs3)nc3ccccc32)c1	-3%	2%	1%	11%	1.2%	25%	-17%	7%	6%
CCOC(=O)C1=C(C)NC(=O)NC1c1ccoc1 (stereo not drawn)	2%	-5%	-8%	15%[57.1 µM]	-2.2%	-4%[57.1 µM]	-17%	3%	?
COc1ccc(Cc2nnc(NC(C)=O)s2)cc1	1%	0%	1%	19%[57.1 µM]	1.7%	-20%[57.1 µM]	-11%	3%	-26%
COC(=O)c1ccccc1-c1ccc(/C=C2\C(=O)N(c3ccccc3)N=C2c2ccccc2)o1	1%	2%	-11%	-24%	0.0%	-8%	-19%	3%	-10%
O=C(C[C@H]1C[C@@H]2c3cc(NC(=O)c4ccc5c(c4)OCO5)ccc3O[C@@H]2[C@H](CO)O1)NCc1cc(F)ccc1F	-1%	-2%	.	.	.	.	-20%	2%	-28%
CN1CCC(OC(c2ccccc2)c2ccc(Cl)cc2)C1 (stereo not drawn)	5%	0%	6%	24%[57.1 µM]	.	11%[57.1 µM]	-4%	4%	-9%
Cc1c(Cl)cccc1NC(=S)NCCC(c1ccccc1)c1ccccc1	1%	1%	-13%	-3%[57.1 µM]	-0.9%	8%[57.1 µM]	-5%	7%	25µM*
CC(C)=CCN1CCN(Cc2cccc3nonc23)CC1CCO (stereo not drawn)	0%	0%	-47%	3%[57.1 µM]	0.3%	-2%[57.1 µM]	-1%	8%	1%
O=C(Cn1cnc2c(nnn2Cc2ccccc2F)c1=O)NCc1ccco1	-18%	2%	73%[activator]	-16%	-1.0%	-4%	-13%	-2%	4%
CSc1ccccc1OCc1cc(C(=O)N(C)Cc2cnccn2)no1	4%	1%	23%	13%	-2.3%	2%	-7%	8%	-7%
Fc1ccccc1NC(=S)N1CCN(Cc2ccc3c(c2)OCO3)CC1	2%	11%	-10%	-10%[57.1 µM]	1.6%	-6%[57.1 µM]	-12%	-9%	-3%
COc1ccc(NC(=O)C2CCCN2S(=O)(=O)c2ccc(Cl)cc2)cc1 (stereo not drawn)	2%	5%	1%	21%	2.4%	2%	-19%	0%	-7%
CCOC(=O)N1CCC(=NNC(=O)NC2CCCCC2)CC1	3%	18%	-7%	21%	-0.5%	3%	-22%	9%	12%
CCN(CC(=O)Nc1ccc2c(c1)OCCO2)C(=O)c1ccc(C(F)(F)F)cc1	-1%	6%	-42%	-11%	-0.1%	-3%	-19%	-1%	?
Cc1cc(NC(=O)Cn2nnc(-c3ccccc3NC(=O)c3ccccc3F)n2)no1	-4%	2%	-7%	17%[57.1 µM]	4.7%	13%	-21%	1%	?
CN1CCN(C(=O)CCc2ccc(S(=O)(=O)NC3CCCCC3)cc2)CC1	5%	-1%	3%	0%[57.1 µM]	-1.0%	0%[57.1 µM]	-1%	-6%	-7%
CCC(c1nnc(SCC(=O)Nc2cc(C)on2)o1)N(C)C (stereo not drawn)	2%	1%	-31%	9%	0.8%	-3%	-13%	16%	-5%
C=CCN(CC=C)C(=S)Nc1cc(Cl)ccc1OC	3%	-1%	-2%	-19%	0.7%	-13%	-11%	-10%	3%
BrC(=C\c1ccccc1)/C=N/N1CCN(c2ccccn2)CC1	0%	1%	-42%	-20%	0.2%	-9%	-13%	3%	1%
CN1CCN(C(=O)c2ccc(COc3cc(Cl)ccc3Cl)o2)CC1	-2%	-9%	10%	0%[57.1 µM]	2.9%	2%[57.1 µM]	-8%	11%	-5%
O=C(Nc1ccc(Cl)c(-c2nc3cc(Cl)ccc3o2)c1)c1cc2ccccc2o1	.	.	-14%	14%	0.8%	8%	-21%	.	?
CC1(c2ccc3ccccc3c2)NC(=O)N(CC(=O)N2CCC(C(N)=O)CC2)C1=O (stereo not drawn)	-1%	7%	21%	10%	0.2%	0%	1%	3%	0%
Cn1nc(C(F)(F)F)c(-c2ccc(Br)cc2)c1NC(=O)c1cccnc1	-7%	-12%	7%	4%	-1.0%	-10%	-20%	0%	0%
O=C(COc1cccnc1[N+](=O)[O-])N1CCN(C(=O)c2ccco2)CC1	-2%	9%	14%	-4%[57.1 µM]	3.7%	-4%	-1%	3%	?
COc1cccc(-n2c(=O)c3c4c(sc3n(Cc3ccc(C)cc3)c2=O)CCCC4)c1	0%	1%	13%	23%	-2.5%	2%	-23%[11.4 µM]	6%	-4%
CC(=O)OC1CC2(C)C(=O)CCC2C2CCc3cc(O)ccc3C12 (stereo not drawn)	2%	-1%	12%	9%	-1.9%	6%	-3%	0%	-10%
CN(C)CCCNC(=O)C1(O)c2cc(Br)ccc2NC(=O)N1c1ccc(Cl)cc1 (stereo not drawn)	1%	0%	12%	16%[57.1 µM]	0.0%	6%[57.1 µM]	-21%	-8%	0%
COc1ccc(CCNC(=O)CCCn2c(=O)c3ccccc3n(Cc3cccc(Cl)c3)c2=O)cc1OC	-7%	1%	-6%	13%	-0.8%	7%	-19%	-4%	?
Cc1ccc(C(=O)OCC(=O)N2CCc3ccccc32)cc1	0%	-1%	10%	12%	0.2%	-3%	5%	-1%	7%[57.4 µM]
N#CC(=Cc1ccc(O)c(O)c1)C(=O)NCc1ccccc1	-9%	.	.	-23%	.	-4%	.	.	27%[57.4 µM]
COc1ccc(S(=O)(=O)c2cn(Cc3ccccc3)c3cc(N4CCCC4)c(F)cc3c2=O)cc1	-2%	-9%	-11%	3%	8.7%	1%	?	3%	-17%
Cc1ccccc1OCC(O)CN1C(=O)c2ccccc2C1=O (stereo not drawn)	0%	7%	-24%	11%	5.6%	3%	-17%	15%	13%
O=[N+]([O-])c1c(NCc2ccccc2)cc(N2CCc3ccccc3C2)c2nonc12	-5%	1%	-36%	-8%	-1.2%	11%[0.0914 µM]	-13%	1%	12%
Cn1c(N)c(NC(=S)NC2CCCCC2)c(=O)n(C)c1=O	0%	-2%	7%	-3%[57.1 µM]	.	4%[57.1 µM]	?	-5%	-4%
COc1ccc(C2CC(=O)N(Cc3cccc(C)c3)c3c2c(C)nn3-c2nc(C)cc(C)n2)c(OC)c1 (stereo not drawn)	-1%	4%	18%	26%	0.8%	-1%	-1%	5%	3%
CCC(C)n1nnc2c(=O)oc3ccccc3c21 (stereo not drawn)	-4%	-15%	-11%	-5%[57.1 µM]	0.1%	3%[57.1 µM]	4%	2%	-26%

An excerpt (hit frequency here may not be typical).
